Source: PubChem (several laboratories)
NadD inh: inhibitors of S. aureus NadD, primary screen, biochemical, colorimetric, uHTS; Nicotinate-nucleotide adenylyltransferase NadD (Staphylococcus aureus N315); purified NadD enzyme, colorimetric absorbance read-out; inhibition, % at 20 µM; actives 0.78% (n = 360,000); AID 602399, 2012; in the data active means inhibition above about 26%; further: some compounds past the cut are filed as inactive
Rpn11 inh: Rpn11 (PSMD14) deubiquitinase inhibitors, primary screen, biochemical, fluorescence polarization, uHTS | human 26S proteasome, Ub4-pepOG fluorescence polarization; 20S core pre-blocked with epoxomicin | calls only at 20 µM | actives 0.59% (n = 360,000);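 active means inhibition at 20 µM, scaled to each plate's controls, above about 33%, limit read from the data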
Target sequence (O00487 whole entry, looked up): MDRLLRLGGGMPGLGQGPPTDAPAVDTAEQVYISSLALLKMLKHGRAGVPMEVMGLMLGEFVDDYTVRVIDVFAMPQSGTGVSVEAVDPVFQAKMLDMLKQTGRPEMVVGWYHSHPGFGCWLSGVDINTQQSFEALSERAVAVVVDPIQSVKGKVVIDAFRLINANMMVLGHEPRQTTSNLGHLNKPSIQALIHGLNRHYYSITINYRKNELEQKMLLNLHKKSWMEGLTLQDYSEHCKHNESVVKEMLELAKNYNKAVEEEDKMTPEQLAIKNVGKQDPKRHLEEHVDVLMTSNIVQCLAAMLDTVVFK
Neddyl block: inhibitors of cullin neddylation, primary screen, biochemical, TR-FRET, uHTS, NAE and Ubc12. calls only at 25 µM. actives 0.58% (n = 360,000); in the data active means inhibition above about 36%
Target sequence (P61081 whole entry, looked up): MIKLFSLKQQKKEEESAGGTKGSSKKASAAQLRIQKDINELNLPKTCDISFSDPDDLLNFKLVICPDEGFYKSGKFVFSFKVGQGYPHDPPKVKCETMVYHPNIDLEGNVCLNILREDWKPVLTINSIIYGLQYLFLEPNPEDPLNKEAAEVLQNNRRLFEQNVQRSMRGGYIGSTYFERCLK
Target sequence (Q13564 whole entry, looked up): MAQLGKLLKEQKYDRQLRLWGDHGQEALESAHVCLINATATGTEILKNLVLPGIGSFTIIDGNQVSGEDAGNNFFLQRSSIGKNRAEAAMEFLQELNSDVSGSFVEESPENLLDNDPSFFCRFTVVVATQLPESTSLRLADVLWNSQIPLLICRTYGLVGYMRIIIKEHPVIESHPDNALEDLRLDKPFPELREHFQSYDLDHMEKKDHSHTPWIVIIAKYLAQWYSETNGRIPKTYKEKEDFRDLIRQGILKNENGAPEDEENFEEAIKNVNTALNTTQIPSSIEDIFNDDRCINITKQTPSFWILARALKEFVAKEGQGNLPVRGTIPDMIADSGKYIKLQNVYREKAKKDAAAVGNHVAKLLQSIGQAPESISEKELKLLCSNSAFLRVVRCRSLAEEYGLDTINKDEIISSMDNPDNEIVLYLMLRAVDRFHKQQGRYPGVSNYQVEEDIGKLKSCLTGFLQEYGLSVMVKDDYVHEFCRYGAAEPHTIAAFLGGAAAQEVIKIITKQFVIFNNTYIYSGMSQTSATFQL
CSN inh: inhibitors of CSN-mediated cullin deneddylation, primary screen, biochemical, fluorescence polarization, uHTS. actives 0.38% (n = 360,000). inhibition, % at 12.5 µM. COP9 signalosome complex subunit 5 (Homo sapiens), Q92905. Purified CSN, SCF-Nedd8-OG deneddylation;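 active means pattern-corrected inhibition above about 35%, with an unprinted fluorescence ratio check between 0.5 and 1.5, limit read from the data, passing the limit was not always enough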;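 further: 0% = enzyme with substrate and 100% = substrate without enzyme; some results filed as inactive read as strong as hits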
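Assay system: purified human Csn5 enzyme expressed in HEK293T cells; measure: % inhibition; also added: SCFSkp2-Nedd8OG substrate at 10 nM final; technique: fluorescence polarization; times: reaction 90 min, room temperature; medium: Tris buffer pH 7.5, NaCl, DTT, Tween-20, trehalose, ovalbumin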
Rin1-Abl PPI inh: inhibitors of Rin1-Abl protein binding, primary screen, biochemical, TR-FRET; inhibition, % at 7.35 µM; actives 0.4% (n = 360,000); in the data active means inhibition above about 5%, passing the limit was not always enough
MT1-MMP act inh: blockers of MT1-MMP proenzyme processing, primary screen, HT1080 RFP-PRO-GFP cells, GFP/RFP fluorescence; AID 651647, 2012; GFP/RFP ratio fluorescence, overnight; percent of plate control window, DMSO zero; actives 0.061% (n = 360,000); GFP/RFP ratio change, % at 20 µM;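 active means GFP/RFP ratio change of at least 30% with cell ATP level not reduced by more than half and red fluorescence within 50% of control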; further: strong numbers were not always called active
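Test system: HT1080 RFP-PRO-GFP cells; Benchmarks: DMSO and RFP-L50D-GFP cell wells; Timing: cells overnight before dosing, compound overnight, 37 °C, 5% CO2; Compound: one 20 µM compound dose with 1% DMSO; Read-out: GFP/RFP fluorescence ratio.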
FAS TE block: FAS thioesterase domain inhibitors, primary screen, biochemical, fluorescence intensity, uHTS; AID 602261, 2012; inhibition, % at 15 µM; actives 0.67% (n = 360,000); recombinant FAS-TE, OMFH fluorogenic substrate, fluorescence endpoint;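 active means compounds whose normalised, plate-corrected inhibition of enzyme fluorescence in the single-dose primary screen is 50% or more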;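 further: 0% = DMSO with enzyme and 100% = substrate without enzyme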
PABP1 MLLE inh: inhibitors of PABP1 MLLE–PAM2 peptide binding, primary screen, biochemical, fluorescence polarization, FITC-PAM2, GST-MLLE; actives 0.36% (n = 360,000); Polyadenylate-binding protein 1 (Homo sapiens), P11940; inhibition, % at 20 µM; in the data active means inhibition above about 35%, passing the limit was not always enough;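 further: plate controls were DMSO wells with GST-MLLE for no effect and wells lacking GST-MLLE protein for full effect; some results filed as inactive read as strong as hits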
SKN-1 inh: suppressors of acrylamide-induced Pgst-4::GFP reporter in worms, primary screen, SKN-1 inhibitor project, whole organism, uHTS, GFP/RFP fluorescence ratio, strain VP596; C. elegans VP596 Pgst-4::GFP/RFP ratio, 24 h; actives 0.49% (n = 360,000); inhibition, % at 21.8 µM;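 active means interference check ratio from 0.5 to 1.5 plus GFP to RFP signal ratio inhibition reaching or exceeding a fixed threshold, cut at about 30% in these data, passing the limit was not always enough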; further: some compounds called inactive have numbers as strong as hits
Numbers without * were called inactive; i = inactive; . = not tested or not shown; + = active, no number.

SMILES	NadD inh	Rpn11 inh	Neddyl block	CSN inh	Rin1-Abl PPI inh	MT1-MMP act inh	FAS TE block	PABP1 MLLE inh	SKN-1 inh
CNS(=O)(=O)c1cccc(C(=O)OCC(=O)c2c(N)n(Cc3ccccc3)c(=O)n(C)c2=O)c1	10	i	i	-5	-1	2	7	-9	-4
Oc1c(Br)cccc1/C=N/c1ncn[nH]1	-2	i	i	-4	0	-2	-3	15	4
O=C(O)C1CCN(S(=O)(=O)c2cccnc2)CC1	-4	i	i	0	-1	7	-7	-3	-6
CCc1ccccc1NC(=O)CN(C)S(=O)(=O)c1ccc2c(c1)c(=O)n(C)c(=O)n2C	2	i	i	2	-2	0	-2	1	3
COC(CNC(=O)C1CCCN1C(=O)OCc1ccccc1)OC (centres undefined)	-2	i	i	-1	-2	2	-5	7	8
Cc1noc(C)c1CSc1nnc(C)c(=O)[nH]1	4	i	i	1	1	2	-6	11	-29
COc1cc(C(=O)Nc2nc3ccccc3[nH]2)cc(OC)c1OC	-10	i	i	-10	-4	23	-2	3	1
COc1cccc(/C=N/NC(=O)CCc2c(C)n[nH]c2C)c1	8	i	i	-6	-5	-6	-6	-11	17
O=C(O)c1cc(N/N=C/c2ccc(-c3ccc(F)cc3)o2)ccc1Cl	4	i	.	1	-2	3	28	7	14
COc1ccccc1-n1cc(-c2ccc([N+](=O)[O-])cc2)[nH]c1=S	5	i	i	-1	-1	-1	7	39*	5
CC(C)c1cc(-c2cc(C(=O)NCc3ccccc3)on2)nc(NC2CCCC2)n1	0	i	i	3	1	-2	19	7	6
COC(=O)CCCC1=CC2=CC(=O)C(C)(OC(=O)c3cccs3)C(=O)C2=CN1CCc1ccccn1 (centres undefined)	3	i	i	-5	-1	9	-4	26	8
CC(=O)N1CCN(C(=O)c2cccc(S(=O)(=O)Nc3ccc(C)cc3)c2)CC1	0	i	i	2	2	4	-1	8	-3
Cc1cccc(C(=O)NNC(=O)c2ccccc2O)c1	-5	i	i	1	0	5	1	7	4
O=C(N/C(=C\c1ccc([N+](=O)[O-])cc1)C(=O)N1CCOCC1)c1ccccc1	-4	i	i	2	-1	-3	-1	0	6
CCOC(=O)c1cnc2ccc(Br)cc2c1NCCCN1CCOCC1	-3	i	i	-3	-1	1	0	-4	-9
Cc1nn(C)cc1CN1CCC(n2nccc2NC(=O)CCCc2ccccc2)CC1	-3	i	i	-1	-2	-2	-2	-16	13
O=C(Nc1cccc(S(=O)(=O)N2CCOCC2)c1)c1ccc(N2CCCC2=O)cc1	-5	i	i	-2	-1	0	-6	15	3
Cc1cc(CC(C)C)n(-c2nc3ccccc3c(=O)n2OCC(=O)N(C)C)n1	3	i	i	-5	1	0	-7	-1	10
CNC(=O)CSc1nccn1Cc1ccc(Cl)cc1	3	i	i	-4	-5	-2	-6	-82	-1
Cc1ccc(C(=O)OCC(=O)Nc2ccc(Cl)cn2)s1	2	i	i	3	1	-5	-4	-7	-7
CC(=O)O[C@@H]1[C@@]2(C)O[C@H]2CC[C@]23O[C@H]2[C@H](OC3=O)C2=C(C)C(=O)O[C@@]21O	-1	i	i	3	0	2	-7	1	5
Cc1cccnc1NC(=S)NCc1ccco1	-1	i	i	-6	-3	2	-2	25	-1
COc1ccc(Cl)cc1S(=O)(=O)Oc1ccc(NC(C)=O)cc1	-3	i	i	1	2	-3	0	-1	-10
COc1ccc(/C=C/CN2CCC(n3nccc3NC(=O)C3CCCC3)CC2)cc1	-6	i	i	3	-1	1	-1	8	-10

Following part:
SMILES	NadD inh	Rpn11 inh	Neddyl block	CSN inh	Rin1-Abl PPI inh	MT1-MMP act inh	FAS TE block	PABP1 MLLE inh	SKN-1 inh
CCc1nc2c(OCC(=O)C(C)(C)C)cccn2c1N(C)C(=O)CC(C)C	0	i	i	0	4	0	-6	-1	1
O=C(N/N=C\c1ccc(OC(=O)c2ccco2)cc1)c1ccc(Cl)cc1	3	i	i	-2	0	3	-2	-8	-3
CCOC(=O)c1c(C)[nH]c(C(=O)N/N=C/c2ccc(Br)cc2)c1C	-1	i	i	-2	-1	12	-9	1	0
COc1cc(CN(C(C)=O)c2ccccc2C(=O)O)ccc1[N+](=O)[O-]	9	i	i	-1	-1	-8	-2	2	11
O=C(NC(=S)NC1C2CC3CC(C2)CC1C3)c1ccccc1 (centres undefined)	2	i	i	-1	-1	-5	9	21	13
CCOc1cc(C=O)ccc1OS(=O)(=O)c1ccc(NC(C)=O)cc1	4	i	i	1	4	-1	4	13	-9
CCC(C)N1C(=O)/C(=C/c2c(NCCCOC(C)C)nc3c(C)cccn3c2=O)SC1=S (centres undefined)	-8	i	i	-78	-2	-21	-144	i	71
CCOC(=O)CN1C(=O)N[C@@H](c2ccccc2)C(C(=O)OC)=C1C	3	i	i	0	0	5	-8	5	-15
COc1ccc(C(C(=O)NC(C)(C)C)n2c(=O)c(-c3ccco3)nc3ccccc32)cc1 (centres undefined)	.	.	i	9	.	1	.	.	1
CC(=O)Nc1cccc(NC(=O)CSc2nc3ccccc3o2)c1	6	i	i	-1	3	4	-4	-6	-7
Cc1ccc(S(=O)(=O)N2CCN(CC(=O)NC3CCCc4ccccc43)CC2)c(C)c1 (centres undefined)	0	i	i	2	-4	-3	9	-18	15
[O-][N+](=Cc1ccccc1)CC1(O)CCCCC1	3	i	i	-1	-2	4	-7	5	-6
COc1ccccc1NC(=O)CSc1nc2nc(C)cc(C)c2c(=O)[nH]1	0	i	i	0	-1	2	-6	23	-7
Cc1ccc(C(=O)c2ccc([N+](=O)[O-])cc2)cc1C	0	i	i	-1	4	3	8	-6	3
COc1cc2c(cc1OC)C(c1ccc(N(C)C)cc1)NCC2 (centres undefined)	-7	i	i	1	1	-5	-3	-1	7
CC(Sc1nc(NC(C)(C)C)nc(N(C)C)n1)C(=O)Nc1ccccc1 (centres undefined)	-8	i	i	1	2	-3	20	0	-19
Cc1nc(SCC(=O)NCc2ccco2)c2c(=O)n(C)c(=O)n(CC(C)C)c2n1	-2	i	i	-6	-1	-1	-11	16	-2
COc1ccc(CCc2ccc3cc(OC)ccc3n2)cc1	-2	i	i	-1	0	3	10	-3	13
COc1ccc(NC(=O)N(C)C[C@H]2Oc3ncc(Br)cc3C(=O)N([C@H](C)CO)C[C@@H]2C)cc1	-4	i	i	1	2	1	-5	-4	-6
COC(=O)C(NC(=O)c1ccc(F)cc1)(Nc1ncc(S(=O)(=O)c2ccc([N+](=O)[O-])cc2)s1)C(F)(F)F (centres undefined)	6	i	i	1	0	-6	35	-1	12
CN1/C(=C/C(=O)c2nc(S(C)(=O)=O)ncc2Cl)C(C)(C)c2ccccc21	-3	+	i	10	-4	-11	12	12	5
O=C(N/N=C/c1ccc(O)cc1)c1cc(-c2ccc3c(c2)OCO3)n[nH]1	-3	i	i	-1	-2	4	-4	-20	11
CCOC(=O)C(=NO)C1=CSC2=NNC(C)(C)N12	-1	i	i	7	1	3	-65	-18	11
Cc1cc(C)cc(N(C(C)C(=O)Nc2c(C)n(C)n(-c3ccccc3)c2=O)S(C)(=O)=O)c1 (centres undefined)	3	i	i	6	3	3	-5	7	8
COc1cc(NC(=O)C2(C)CCN2C(C)C)cc(OC)c1OC (centres undefined)	7	i	i	0	-3	10	0	-10	-1

Continuation.
SMILES	NadD inh	Rpn11 inh	Neddyl block	CSN inh	Rin1-Abl PPI inh	MT1-MMP act inh	FAS TE block	PABP1 MLLE inh	SKN-1 inh
CCCCN1CC(=O)N2[C@@H]3c4cc(OC)ccc4OC[C@@H]3[C@H](C(=O)OCC)[C@]2(C)C1=O	8	i	i	-1	-1	0	-1	-3	2
COC(=O)c1ccc(NC(=O)CSc2nnc(COc3c(C)cccc3C)o2)cc1	2	i	i	-1	1	2	0	-5	6
Cc1ccc(OCCSc2nnc(-c3cccs3)n2C)cc1	2	i	i	1	-4	-6	-4	-7	-3
C#CCN1C(=O)S/C(=C/c2cc(C)n(CC)c2C)C1=O	-3	i	i	-4	-4	1	4	9	-1
Cc1cccc(N(CC(=O)NC2CCCCC2)C(=O)Cn2nnc(-c3ccc(C)o3)n2)c1	-4	i	i	-1	-3	-3	14	-3	-11
Cc1nc2ccc(Br)cn2c1C(=O)N/N=C\c1ccccc1Cl	2	i	i	0	-5	1	0	-3	-3
Cc1ccc(N(C(=O)CNC(=O)c2ccco2)C(C(=O)NC2CCCCC2)c2ccncc2)cc1F (centres undefined)	2	i	i	-1	-1	1	-1	10	17

In the list so far, these contain an NH in an aromatic ring.
SMILES	NadD inh	Rpn11 inh	Neddyl block	CSN inh	Rin1-Abl PPI inh	MT1-MMP act inh	FAS TE block	PABP1 MLLE inh	SKN-1 inh
Oc1c(Br)cccc1/C=N/c1ncn[nH]1	-2	i	i	-4	0	-2	-3	15	4
Cc1noc(C)c1CSc1nnc(C)c(=O)[nH]1	4	i	i	1	1	2	-6	11	-29
COc1cc(C(=O)Nc2nc3ccccc3[nH]2)cc(OC)c1OC	-10	i	i	-10	-4	23	-2	3	1
COc1cccc(/C=N/NC(=O)CCc2c(C)n[nH]c2C)c1	8	i	i	-6	-5	-6	-6	-11	17
COc1ccccc1-n1cc(-c2ccc([N+](=O)[O-])cc2)[nH]c1=S	5	i	i	-1	-1	-1	7	39*	5
CCOC(=O)c1c(C)[nH]c(C(=O)N/N=C/c2ccc(Br)cc2)c1C	-1	i	i	-2	-1	12	-9	1	0
COc1ccccc1NC(=O)CSc1nc2nc(C)cc(C)c2c(=O)[nH]1	0	i	i	0	-1	2	-6	23	-7
O=C(N/N=C/c1ccc(O)cc1)c1cc(-c2ccc3c(c2)OCO3)n[nH]1	-3	i	i	-1	-2	4	-4	-20	11

An excerpt of these results, with bars between the fields.
mol | NadD inh | Rpn11 inh | Neddyl block | CSN inh | Rin1-Abl PPI inh | MT1-MMP act inh | FAS TE block | PABP1 MLLE inh | SKN-1 inh
COC(=O)c1ccc(NC(=O)CSc2nnc(COc3c(C)cccc3C)o2)cc1 | 2 | i | i | -1 | 1 | 2 | 0 | -5 | 6
Cc1ccc(OCCSc2nnc(-c3cccs3)n2C)cc1 | 2 | i | i | 1 | -4 | -6 | -4 | -7 | -3

Not a hit list, and some 3.9% of all compounds hit somewhere here.
